# From PubChem
# CatB mix inh: inhibitors of human cathepsin B in compound mixtures | Purified cathepsin B, AMC dipeptide fluorescence | inhibition, %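 (ten-compound pools at 5 µM per compound and 50 µM total)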 | hit rate 0.06% among 62,000 | AID 488; in the data active means inhibition above about 22%, passing the limit was not always enough; inconclusive means no clear call, values can overlap the other calls;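 further: 0% = enzyme without compound and 100% = no enzyme blank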
# RORA act: activates the human nuclear receptor RORA; CHO-K1 Gal4-RORA LBD luciferase reporter, luminescence; percent increase over mock-subtracted basal signal; activation, % at 10 µM; hit rate 1.5% among 65,000;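 active means activation above the mean of all tested compounds plus 3 SD, cut at about 49% in these data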;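 further: 0% = DMSO-treated RORA cells and 100% = added signal equal to DMSO minus mock-transfected cells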
# PKA inh: PKA (human) kinase inhibition; PKA Kemptide phosphorylation, Kinase-Glo ATP luminescence; inhibition, % at 6 µM; hit rate 0.1% among 65,000;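 active means inhibition above the screen-wide mean inhibition plus 3 SD, cut at about 21% in these data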; further: many of its hits are not listed in these tables
# E coli RNAP: Escherichia coli RNA polymerase inhibition | AID 559 | P0A8V2 | inhibition, %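 (tested at 10 µM)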 | hit rate 0.2% among 62,000 | E. coli RNA polymerase, fluorescence transcription assay; in the data active means inhibition above about 20%;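 further: 0% = enzyme without compound and 100% = no enzyme blank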
# ROCK2 blocker: blocks human Rho kinase 2 activity; O75116; purified ROCK2, Kinase-Glo ATP depletion luminescence; inhibition, % at 6 µM; hit rate 0.35% among 60,000;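 active means inhibition above the screen-wide mean inhibition plus 3 SD, cut at about 18% in these data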;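 further: plate controls were DMSO wells for no effect and Y-27632 control wells after no-enzyme background subtraction for full effect; many of its hits are not listed in these tables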
# Target sequence (O75116 whole entry, looked up): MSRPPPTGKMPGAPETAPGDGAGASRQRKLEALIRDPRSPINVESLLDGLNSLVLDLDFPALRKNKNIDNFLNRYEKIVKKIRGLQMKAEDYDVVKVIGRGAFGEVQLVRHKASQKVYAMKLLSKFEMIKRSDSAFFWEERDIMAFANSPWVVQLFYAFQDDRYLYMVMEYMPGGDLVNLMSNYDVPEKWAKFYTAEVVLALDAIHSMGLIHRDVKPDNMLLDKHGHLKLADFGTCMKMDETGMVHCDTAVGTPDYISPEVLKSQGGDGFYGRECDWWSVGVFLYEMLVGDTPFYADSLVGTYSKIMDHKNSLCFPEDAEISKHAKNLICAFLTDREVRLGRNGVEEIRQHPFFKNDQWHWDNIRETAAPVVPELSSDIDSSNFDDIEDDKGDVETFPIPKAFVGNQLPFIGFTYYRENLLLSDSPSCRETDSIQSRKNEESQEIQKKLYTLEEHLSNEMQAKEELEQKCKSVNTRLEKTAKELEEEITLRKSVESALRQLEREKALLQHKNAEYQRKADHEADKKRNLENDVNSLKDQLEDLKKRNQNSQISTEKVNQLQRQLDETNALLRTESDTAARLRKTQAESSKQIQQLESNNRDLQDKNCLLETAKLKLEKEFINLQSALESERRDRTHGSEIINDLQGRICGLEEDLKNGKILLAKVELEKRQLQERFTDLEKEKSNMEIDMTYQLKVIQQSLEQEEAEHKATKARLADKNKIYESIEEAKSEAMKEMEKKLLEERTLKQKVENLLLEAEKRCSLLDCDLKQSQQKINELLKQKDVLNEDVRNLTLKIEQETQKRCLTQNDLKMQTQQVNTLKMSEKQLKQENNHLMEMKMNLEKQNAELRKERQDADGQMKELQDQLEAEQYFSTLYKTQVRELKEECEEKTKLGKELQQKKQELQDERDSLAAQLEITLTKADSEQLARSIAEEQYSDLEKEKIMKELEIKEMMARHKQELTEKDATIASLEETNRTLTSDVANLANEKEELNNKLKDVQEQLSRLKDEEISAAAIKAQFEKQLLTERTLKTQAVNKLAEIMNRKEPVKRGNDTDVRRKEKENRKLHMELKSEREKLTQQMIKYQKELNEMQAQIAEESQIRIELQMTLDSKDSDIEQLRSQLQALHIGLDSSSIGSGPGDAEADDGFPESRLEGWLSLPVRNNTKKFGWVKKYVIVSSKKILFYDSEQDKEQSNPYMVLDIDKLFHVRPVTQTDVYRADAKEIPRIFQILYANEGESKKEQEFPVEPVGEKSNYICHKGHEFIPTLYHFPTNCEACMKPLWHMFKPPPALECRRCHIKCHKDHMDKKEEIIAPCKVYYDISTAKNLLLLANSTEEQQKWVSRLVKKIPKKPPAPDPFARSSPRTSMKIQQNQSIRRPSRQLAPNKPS
# CatB inh: inhibitors of human cathepsin B; inhibition, %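 (tested at 10 µM)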; AID 453; purified cathepsin B, fluorogenic substrate, fluorescence; hit rate 0.1% among 63,000; in the data active means inhibition above about 21%;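 further: 0% = enzyme with no compound and 100% = no enzyme blank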
# AP ELISA ortho: orthogonal test for alternative complement pathway inhibitors; inhibition, % at 5 µM; Human serum alternative complement pathway, LPS-coated ELISA, C3 deposition; tested in compound mixtures; hit rate 0.08% among 62,000;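 active means inhibition above 30% in each of the two pooled mixtures holding the compound, so the lower value exceeds 30%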;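 further: 0% = serum in Mg-EGTA without compound and 100% = EDTA serum blank; some compounds past the cut are filed as inactive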
#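 Test system: human serum alternative complement pathway, C3 deposition on LPS-coated wells; also added: Plate-bound LPS; doses: 5 µM per compound in ten-compound mixtures; schedule: 1 h at 37 °C; detection: Anti-C3 ELISA, OD 450 nm; evaluation: percent inhibition of C3 deposition onto LPS; repeats: two pool placements per compound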
# JNK3 blocker: inhibitors of human JNK3 kinase; P53779; purified JNK3 kinase activity, HTS; inhibition, % at 8 µM; hit rate 0.61% among 60,000; AID 746; in the data active means inhibition above about 17%;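 further: 0% = DMSO and 100% = reference inhibitor; many of its hits are not listed in these tables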
# CatS block: inhibitors of human cathepsin S. P25774. recombinant cathepsin S, AMC dipeptide fluorescence, pooled mixtures. inhibition, %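 (tested at 5 µM per compound within 10-compound mixtures)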. hit rate 0.06% among 62,000. AID 501; in the data active means inhibition above about 32%, passing the limit was not always enough; inconclusive means no clear call, values can overlap the other calls;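 further: 0% = enzyme without compound and 100% = blank without enzyme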
# The depositor's hits bear a star; ? = inconclusive; · = not tested or not shown. Some of the compounds tested. The share of hits here may be higher or lower than overall.
SMILES,CatB mix inh,RORA act,PKA inh,E coli RNAP,ROCK2 blocker,CatB inh,AP ELISA ortho,JNK3 blocker,CatS block
CN(Cc1nc2ccccc2n1C)S(=O)(=O)c1ccc(F)cc1,-3,13,-1,-4,-1,-3,19,-3,1
O=C(Cn1c(=O)c2c(ncn2C2CCCC2)n(Cc2ccccc2)c1=O)N1CCc2ccccc21,2,10,9,4,5,3,9,-1,-2
Cc1cccc2cc3c(N)c(C#N)sc3nc12,-7,12,8,9,0,3,7,-9,3
CCCN(CCC)C(C(=O)Nc1cccc(OC)c1)c1ccccc1 (stereo not given),4,1,1,6,·,-3,3,·,11
C=CCn1cnc2scc(-c3ccccc3)c2c1=O,3,-8,-2,8,1,1,2,-2,1
COC(=O)c1ccc(Cl)c(NC(=O)NC2CCCCC2)c1,-5,-3,8,9,5,3,-4,-4,6
COc1ccc(CCC(=O)N2CCc3ccccc32)cc1,-1,30,6,3,2,2,1,2,-5
CCCn1c(=O)c2ccccc2n2c(SCC(=O)c3ccc(F)cc3)nnc12,-1,-5,6,3,6,1,1,3,7
Cc1noc(NS(=O)(=O)c2ccc(NC(=O)c3cnc4scc(C)n4c3=O)cc2)c1C,6,0,4,7,-4,8,-1,0,19
O=C(NCc1ccncc1)c1ccc(Br)cc1,4,7,5,12,3,7,13,12,7
O=C(NCCCNCc1ccccc1)c1ccccn1,-2,-14,4,0,3,-3,15,-3,1
C=CCn1c(=O)c2c(C)c(C)sc2n2c(Nc3ccc(OC)cc3)nnc12,2,2,4,5,7,3,-4,-1,0
COc1ccc2[nH]c3nc(SC(C)C)nnc3c2c1,5,-14,1,6,10,1,10,0,6
Cc1c(C(=O)OC2CCCC2)[nH]c2c1C(=O)CC(c1ccco1)C2 (stereo not given),-2,-41,-10,-3,-2,-3,17,6,-2
COC(=O)c1ccccc1NC(=O)C(C)NS(=O)(=O)c1ccc(OC)cc1 (stereo not given),-4,2,11,8,4,4,-3,1,-1
Cc1ccc2nc3ccc(N4CCN(C)CC4)nn3c(=O)c2c1,4,28,5,2,6,-1,27,8,6
Cc1ccc(C(=O)Nc2ccc(Cl)cn2)cc1S(=O)(=O)N1CCOCC1,-4,19,-6,-9,-10,-5,16,16,0
CCOC(=O)C1=C[C@]2(CC)CCCN3CCc4c(n1c1ccccc41)[C@@H]32,-17,-3,2,6,6,2,13,5,-25
CC(C)CN(C(=O)COC(=O)Cn1cnc2ccccc2c1=O)C1CCS(=O)(=O)C1 (stereo not given),2,9,1,2,4,-1,12,-3,0
Cc1ccsc1C(C(=O)NC1CCCCC1)N(C(=O)Cc1cccs1)C1CC1 (stereo not given),3,4,11,10,5,2,-3,2,7
NC(=O)c1oc2ccccc2c1NC(=O)c1nc2ccccc2s1,5,83*,6,3,-1,11,6,0,8
Cn1c(N)c(C(=O)COC(=O)Cn2cc(C(F)(F)F)ccc2=O)c(=O)n(C)c1=O,4,-9,4,-2,5,5,22,2,-1
Cc1cc(C)cc(N(CC(=O)Nc2c(C)n(C)n(-c3ccccc3)c2=O)S(C)(=O)=O)c1,3,-18,-6,9,-1,4,6,-1,11
COc1ccc(S(=O)(=O)NCCc2csc(C)n2)cc1C,1,-7,-1,2,-1,2,5,1,4
COc1ccc(Cn2nnc3c(=O)[nH]c(C4CCN(C(=O)c5ccccc5Cl)CC4)nc32)cc1,6,0,1,6,2,-3,14,7,4
Nc1nnc(SCc2cccnc2)s1,2,-16,5,6,2,3,4,0,-3
COc1cc2c(cc1OC)C1=C(C#N)CN(CC(=O)O)CN1CC2,0,29,-8,-5,-1,0,14,2,-4
COC(=O)C1=C(C)OC(N)=C(C#N)C1c1ccccc1 (stereo not given),-13,8,3,5,-11,0,12,-1,-21
COC(=O)CCS(=O)(=O)c1cc(Cl)ccc1Cl,0,2,10,-7,6,3,-14,-5,-2
CCOC(=O)c1ccc(Oc2nc(OC)nc(N(C)C)n2)cc1,-1,2,5,1,0,4,8,6,4
Cn1c(=O)c(=O)n(C)c2cc(S(=O)(=O)N3CCc4ccccc43)ccc21,4,-10,-2,2,-1,1,11,5,4
CCC(=O)c1ccc(CCCCCC(=O)O)s1,3,4,2,2,-1,-2,14,6,5
CC(=O)Nc1ccc(S(=O)(=O)NCc2csc(C)n2)cc1,·,-5,-5,·,0,·,·,-4,·
O=C(CSc1ccccn1)Nc1ccc(Br)cn1,4,-4,11,-5,2,2,-5,6,-6
Cc1csc(NC(=O)CCc2nc3ccccc3s2)n1,-1,6,-4,2,-3,1,3,8,6
CCNc1nc(NCC)n2c(SCC(=O)O)nnc2n1,-4,14,15,3,5,-5,8,3,-13
CC1CC(=O)N(Cc2ccccc2)c2ccccc2N1C=O (stereo not given),3,3,2,-1,5,1,13,3,-7
COc1ccc(S(=O)(=O)n2nc(OC(=O)c3c(-c4ccccc4Cl)noc3C)cc2N)cc1,4,-2,-2,4,0,0,9,5,0
CN1C(=O)CC(N2CCN(c3ccccn3)CC2)C1=O (stereo not given),-7,1,0,-7,1,-3,13,2,-7
Cc1ccnc(NC2c3ccccc3C(=O)N2Cc2ccccc2Cl)c1 (stereo not given),4,-12,0,6,-7,7,-5,-6,16
COc1cc(OC)cc(C(=O)NCC(=O)N2CCC(C)CC2)c1,0,5,4,15,1,3,-4,1,3
CCOc1ccccc1OCC(=O)Nc1ccc(S(=O)(=O)N(C)C)cc1,5,-5,5,7,1,5,5,-4,0
O=S(=O)(c1ccc(S(=O)(=O)N2CCCN(Cc3ccccc3)C2)cc1)N1CCCCCC1,3,3,7,5,1,3,17,7,12
O=C(Oc1cccc(Oc2ccccc2)c1)N1CCOCC1,-1,-7,0,-4,6,-3,8,-9,9
Cc1cc(C)c(C)c(OCC(=O)NCC2CCCO2)c1 (stereo not given),4,-8,3,4,7,-1,20,-2,-6
CCCC(C(=O)NCc1ccc(OC)cc1)N(Cc1ccco1)C(=O)c1snc(C(N)=O)c1N (stereo not given),5,24,-1,5,9,-3,10,2,-2
Cc1nn(-c2ccccc2)c(C)c1C(=O)Nc1nnc(-c2ccco2)o1,-1,1,-7,-1,-4,0,2,0,-5
CN1CCc2c(C#N)c(N3CCCCC3)nc(N3CCOCC3)c2C1,·,7,-1,4,5,-2,·,2,·
O=C(Nc1nnc(-c2ccccc2Cl)o1)c1ccc(S(=O)(=O)N2CCCCCC2)cc1,0,-3,4,-6,2,3,8,2,-2
COc1ccc(S(=O)(=O)N2CCN(CCO)CC2)cc1-c1nnc2c3ccccc3c(C)nn12,1,9,3,7,0,0,8,2,7
Cc1cc(=O)oc(C)c1C(=O)Nc1cccc2nonc12,·,-5,6,8,-2,3,·,5,·
COc1ccc(/C(O)=C2/C(=O)C(=O)N(CCCN(C)C)C2c2ccco2)cc1Cl (stereo not given),3,-8,0,6,-6,2,-3,0,5
Cc1nn(-c2cccc(C(F)(F)F)c2)c(Cl)c1/C=N/n1cnnc1,7,-4,0,7,·,-2,14,·,11
Cc1onc(-c2ccccc2Cl)c1C(=O)NCc1ccc(S(N)(=O)=O)cc1,1,4,-4,1,2,1,30,-2,-8
Cc1cc(=O)[nH]c(SCC(=O)N2CCN(C(c3ccccc3)c3ccccc3)CC2)n1,1,9,4,2,6,1,6,6,-3
CCC(=O)N1CN(S(=O)(=O)c2ccc(C)cc2)CC1C (stereo not given),·,1,8,·,2,·,·,1,·
COc1ccc(OC(C)C(=O)NCc2cccnc2)cc1 (stereo not given),-1,5,-5,3,0,-1,3,-2,-6
NC(=O)c1cnn2c1NC(c1ccc(F)cc1)CC2C(F)(F)F (stereo not given),2,-10,-3,6,6,-1,12,5,-1
CN(C)CCOc1nc(-c2ccccc2)nc2c1oc1ccccc12,-3,2,-4,9,-1,1,8,4,10
CCCOc1ccc(/C(O)=C2/C(=O)C(=O)N(CCN(C)C)C2c2ccco2)cc1 (stereo not given),4,11,10,·,·,4,6,·,-1

# Other entries:
SMILES,CatB mix inh,RORA act,PKA inh,E coli RNAP,ROCK2 blocker,CatB inh,AP ELISA ortho,JNK3 blocker,CatS block
COC(=O)CSc1nnc(CNc2ccc(OC)cc2)n1C,-2,-4,-12,7,-4,4,9,-3,7
C=C(Br)Cn1c(CCCC)nc2ccccc21,·,-13,2,·,-10,0,·,5,·
COc1ccc(NC(=O)Cn2c(=O)sc3ccccc32)c(OC)c1,2,-19,2,1,1,2,14,-5,1
Cc1cc(C)c(C#N)c(Oc2ccc(O)cc2)n1,0,-23,0,8,3,2,3,0,10
COc1ccc(-c2ccc(C(=S)N3CCN(C(C)=O)CC3)o2)cc1,4,-11,0,9,1,0,20,-1,1
COc1ccc(-c2ccc(-c3noc(-c4cccs4)n3)c(OC)n2)cc1,1,-8,5,1,6,1,-1,2,-4
CCCNC(=O)NC(=O)CSc1ncc(C(F)(F)F)cc1Cl,3,-18,1,0,7,-9,13,3,1
Cc1[nH]n2c(=O)cc(C(C)C)nc2c1-c1ccccc1,4,-6,0,·,5,1,16,-6,11
CCOC(=O)C1CCCN(c2c(NCC3CCCO3)c(=O)c2=O)C1 (stereo not given),2,-5,4,7,4,2,11,2,3
CCOc1ccccc1NC(=O)CN(C)S(=O)(=O)c1cccc2nsnc12,5,-4,11,10,3,2,-2,0,5
COC(=O)c1ccc(C(=O)OC)c(NC(=O)c2oc(C)nc2C)c1,5,19,5,4,2,4,14,-7,0
COc1ccc(-c2nc(SC)n(C(=O)c3ccco3)n2)cc1,5,30,4,8,4,5,0,5,13

# Among those listed so far, four have a CF3 group.
SMILES,CatB mix inh,RORA act,PKA inh,E coli RNAP,ROCK2 blocker,CatB inh,AP ELISA ortho,JNK3 blocker,CatS block
Cn1c(N)c(C(=O)COC(=O)Cn2cc(C(F)(F)F)ccc2=O)c(=O)n(C)c1=O,4,-9,4,-2,5,5,22,2,-1
Cc1nn(-c2cccc(C(F)(F)F)c2)c(Cl)c1/C=N/n1cnnc1,7,-4,0,7,·,-2,14,·,11
NC(=O)c1cnn2c1NC(c1ccc(F)cc1)CC2C(F)(F)F (stereo not given),2,-10,-3,6,6,-1,12,5,-1
CCCNC(=O)NC(=O)CSc1ncc(C(F)(F)F)cc1Cl,3,-18,1,0,7,-9,13,3,1

# Further entries follow.
SMILES,CatB mix inh,RORA act,PKA inh,E coli RNAP,ROCK2 blocker,CatB inh,AP ELISA ortho,JNK3 blocker,CatS block
COc1cccc(NC(=O)CSc2ccc3nnc(-c4ccncc4)n3n2)c1,-2,2,-9,7,-2,2,8,-6,11
Cc1ccc(S(=O)(=O)N2CCN(C(=O)CSC3CCCC3)CC2)c(C)c1,0,-14,4,2,6,1,4,4,1
Cc1ccc(-c2c(C#N)c(N)nc3c2CCCCCC3)o1,1,7,7,1,3,-3,9,0,-1
Cc1ccc(S(=O)(=O)N2CCC(C(=O)N[C@@H](C)C(=O)NCCc3ccccc3)CC2)cc1,6,-3,4,9,2,1,18,5,10
O=S(=O)(Cc1ccccc1)N1CCN(C/C=C/c2ccccc2)CC1,4,-7,5,0,2,2,26,3,-6
Cc1nn(-c2ccccc2)c2sc(C(=O)NC3CCCCC3)cc12,2,-14,8,4,1,1,-9,-3,-1
Cc1onc(-c2ccccc2)c1C(=O)Nc1ccc(OC(C)C)cc1,1,-14,-4,3,-1,6,5,-5,16
O=c1[nH]c2cc(Cl)cc(Cl)c2[nH]c1=O,0,4,6,7,3,0,-14,3,11
C/C(N)=C(/C#N)C(=O)CSc1nnc(Nc2cccc(C)c2)s1,3,36,10,10,5,2,3,-2,-40
O=C(NCCN1CCOCC1)c1ccc2c(c1)N(Cc1ccccc1F)C(=O)CS2,5,0,8,10,·,0,15,·,?
CCOc1ccccc1N1C(=O)c2ccc(C(=O)Nc3cccnc3)cc2C1=O,-1,20,7,-5,5,2,10,4,-10
